# PAFAH2 FP inh – inhibitors of human PAFAH2 | Q99487 | recombinant PAFAH2, FP-rhodamine activity probe, fluorescence polarization | inhibition, % at 3.39 µM | 0.99% of 340,000 active;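 active means inhibition above the mean over all tested compounds plus 3 SD, cut at about 30% in these data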;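 further: inhibitors block probe labeling of enzyme so polarization drops; 0% = enzyme with DMSO and 100% = wells lacking PAFAH2 protein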
# Fh CTSL1 inh – blocks F. hepatica cathepsin L1 in PFM18AAP counter-screen; inhibition, % at 5.96 µM; 0.49% of 300,000 active; recombinant F. hepatica cathepsin L1, Z-Leu-Arg-MCA fluorescence; AID 1906;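 active means inhibition above the mean of all tested compounds plus 3 SD, set per screening campaign, cut at about 17% in these data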;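 further: 0% = plate median of test compound wells and 100% = 1 µM Z-Phe-Ala-diazomethylketone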
# PP5 primary – inhibitors of human protein phosphatase 5 (PP5) | P53041 | purified PP5c, OMFP substrate fluorescence | inhibition, % at 6.7 µM | 0.18% of 320,000 active;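 active means inhibition above the campaign's mean inhibition across all tested compounds plus 3 SD, cut at about 9.5% in these data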;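 further: 0% = DMSO only and 100% = 100 µM cantharidin control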
# TPT1 inhibitor – blocks Candida albicans tRNA 2'-phosphotransferase; 0.81% of 300,000 active; inhibition, % at 5 µM; recombinant caTPT1, FP RNA substrate dephosphorylation;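 active means inhibition above the mean of all tested compounds plus 3 SD, set per screening campaign, cut at about 24% in these data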;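 further: plate controls were DMSO alone for no effect and ferristatin control at 100 nM for full effect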
# AHR activator – activators of human aryl hydrocarbon receptor. AHR-responsive luciferase reporter cells, luminescence. activation, % at 5 µM. P35869. 2.5% of 320,000 active; in the data active means activation above about 47%;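 further: 0% = vehicle wells and 100% = reference agonist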
# Target sequence (P35869 whole entry, looked up): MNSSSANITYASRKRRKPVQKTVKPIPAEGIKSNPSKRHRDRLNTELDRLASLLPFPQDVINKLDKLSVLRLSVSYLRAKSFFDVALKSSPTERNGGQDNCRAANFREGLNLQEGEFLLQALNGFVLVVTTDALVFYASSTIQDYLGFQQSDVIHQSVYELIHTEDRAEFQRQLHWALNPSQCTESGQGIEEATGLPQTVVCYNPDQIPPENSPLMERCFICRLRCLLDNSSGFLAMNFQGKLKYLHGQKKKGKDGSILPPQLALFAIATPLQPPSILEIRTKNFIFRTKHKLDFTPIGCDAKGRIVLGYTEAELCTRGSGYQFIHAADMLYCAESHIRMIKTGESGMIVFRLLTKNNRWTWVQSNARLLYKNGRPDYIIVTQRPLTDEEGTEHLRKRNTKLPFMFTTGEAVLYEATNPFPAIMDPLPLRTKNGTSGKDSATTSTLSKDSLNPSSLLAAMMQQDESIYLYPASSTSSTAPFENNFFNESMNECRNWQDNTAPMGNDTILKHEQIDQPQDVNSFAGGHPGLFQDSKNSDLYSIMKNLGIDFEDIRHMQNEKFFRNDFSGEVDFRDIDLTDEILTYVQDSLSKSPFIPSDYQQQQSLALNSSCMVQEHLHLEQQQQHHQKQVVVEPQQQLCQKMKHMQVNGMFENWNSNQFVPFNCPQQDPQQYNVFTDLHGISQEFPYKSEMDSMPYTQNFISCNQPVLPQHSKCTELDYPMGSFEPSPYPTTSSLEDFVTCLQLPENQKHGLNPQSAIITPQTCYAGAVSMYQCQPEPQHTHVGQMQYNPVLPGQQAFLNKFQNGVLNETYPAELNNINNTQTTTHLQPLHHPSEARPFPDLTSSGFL
# proCasp7 act – activates human procaspase-7, counter-screen for procaspase-3 activators | P55210 | recombinant procaspase-7, Ac-DEVD-pNA absorbance 405 nm; D23A/D198A/D206A triple mutant, cannot self-cleave; scale: DMSO 0, 5 µM enzyme 100 | activation, % at 8.5 µM | 0.093% of 330,000 active;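 active means percent activation above the screen-wide mean plus 3 SD, cut at about 25% in these data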
#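 Assay system – Uncleavable procaspase-7 mutant enzyme · Quantity – 2 µM procaspase-7 mutant as dispensed · Times – 1 h preincubation, 2 h reaction · Dosing – single nominal 8.5 µM compound dose, 0.8% DMSO final · Buffer or medium – Zinc-free 50 mM HEPES buffer, pH 7.4, with NaCl and Triton X-100 · Detection – Epi-absorbance of released pNA at 405 nm, two timepoints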
# core dimer inh – blocks dimerization of HCV core protein. 0.33% of 300,000 active. TR-FRET GST/Flag-core106 dimerization, 1536-well. inhibition, % at 5 µM;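 active means inhibition above the mean of all tested compounds plus 3 SD, set per screening campaign, cut at about 45% in these data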
#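 System: GST-tagged and Flag-tagged HCV core protein residues 1-106 / Input: core106 proteins, GST 13.5 nM and Flag 17 nM / Buffer or medium: KF-containing HEPES buffer, pH 7.45, DTT, CHAPS, BSA / Probe or stimulus: Eu-anti-GST and XL665-anti-Flag labelled anti-tag antibodies / Schedule: 4 h, 22.5 °C incubation / Technique: TR-FRET 671 and 617 nm emission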
# PP1 counter – PP1-alpha (human) inhibition in PP5 counter-screen; 0.9% of 320,000 active; inhibition, % at 6.7 µM; AID 2235; purified PP1alpha, OMFP fluorescence; P62136;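 active means inhibition above the mean inhibition of all tested compounds plus 3 SD, computed separately for each screening campaign, cut at about 15% in these data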
# procasp3 activ – procaspase-3 (human) activation; P42574; recombinant procaspase-3 D3A, Ac-DEVD-pNA absorbance 405 nm; activation, % at 8.5 µM; 0.11% of 330,000 active; AID 463141;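 active means activation above the mean of all tested compounds plus 3 SD, cut at about 21% in these data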;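 further: 0% = DMSO alone and 100% = DMSO wells spiked with extra 5 µM PC-3 D3A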
#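 System: Procaspase-3 D3A mutant. Medium: Zinc-free 300 mM NaCl, 50 mM HEPES, 0.01% Triton X-100. Schedule: 1 h preincubation plus 2 h reaction at 25 °C. Measured by: 405 nm absorbance of p-nitroaniline, reads at 0 and 120 min. Read-out: percent activation relative to control range.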
# Numbers without * were called inactive; nt = not tested or not shown.
SMILES,PAFAH2 FP inh,Fh CTSL1 inh,PP5 primary,TPT1 inhibitor,AHR activator,proCasp7 act,core dimer inh,PP1 counter,procasp3 activ
CC(=O)Nc1ccc(S(=O)(=O)NC(C)C(=O)NCCc2ccc(F)cc2)cc1 (stereo unspecified),7,0,3.9,4,0,-6,-2,-4,-6
COc1ccc2cc(CN(C(=O)Nc3ccccc3)C3CCCC3)c(=O)[nH]c2c1,-3,0,1.3,-2,1,8,5,1,7
CC(C)CC(=O)Nc1ccnn1C1CCN(C(=O)c2ccc(Cl)cc2F)CC1,2,2,-2.4,1,9,6,2,-5,-5
COc1ccc(OCC(N)=O)cc1,2,-2,1.2,-1,-1,5,1,0,7
O=C(CN1CCOCC1)N/N=C/c1c(O)ccc2ccccc12,4,7,3.1,1,10,-19,0,-4,-8
CC(=O)Cc1nsc(NC(=O)c2cc(-c3cccc(C(F)(F)F)c3)oc2C)n1,2,5,0.7,3,5,-8,0,-3,-9
O=C(CN1CCN(CN2C(=O)NC3(CCCCCC3)C2=O)CC1)Nc1ccc(F)cc1,0,nt,-1.4,nt,1,3,nt,-1,6
O=C(COc1ccc(F)c(Cl)c1)Nc1ccc(N2CCOCC2)cc1,-1,nt,nt,nt,-3,-1,nt,nt,5
COC(=O)C1(C(F)(F)F)N=C2Sc3ccccc3N2C(N2CCOCC2)=N1 (stereo unspecified),-3,-2,3.3,2,-1,-4,-10,2,-6
CC(C)CCNC(=O)CCC(=O)NNc1nc2ccccc2c2nc(-c3ccccc3)nn12,5,1,0.2,3,16,0,-9,-4,0
CCOc1ccccc1C(=O)NC(C(=O)Nc1cccnc1)C(C)C (stereo unspecified),2,2,1.8,1,5,-2,1,-6,-4
O=C1OC(c2ccc(F)cc2)=C/C1=C\c1ccc(O)cc1,-7,6,2.4,0,0,1,1,-3,-5
Cn1c(=O)n(C)c2cc(NS(=O)(=O)c3ccc(Cl)s3)ccc21,-8,1,3.5,2,-1,2,2,-6,2
CC(C)CC(=O)N1CCN(Cc2cccc(Cl)c2)CC1,5,-5,-1.0,-1,-3,-14,-4,3,0
O=C(NC(=S)NCC1CCCO1)C(c1ccccc1)c1ccccc1 (stereo unspecified),-3,-3,1.0,-3,-2,9,-1,3,-3
Cc1ccc(OCCN2CCN(c3ncnc4sc(C)c(C)c34)CC2)cc1,6,3,5.6,0,-13,8,-89,6,9
CC(=O)N1CCN(c2ccnc3cc(Cl)ccc23)CC1,-5,-3,0.8,5,0,10,-3,-11,1
CC1(CCc2ccc3c(c2)OCO3)NCCc2c1[nH]c1ccccc21 (stereo unspecified),4,4,2.4,-3,8,-5,-4,-1,1
COc1ccccc1/C=C/C(=O)Nc1ccc(S(=O)(=O)Nc2cc(C)nc(C)n2)cc1,5,-2,-0.2,0,5,-4,4,-2,-7
COc1c(Cl)cc(Cl)cc1C(=O)n1nc(C)cc1C,2,0,2.0,-2,19,8,-5,-2,3

# The last 3 records of the part above come first, to join the parts.
SMILES,PAFAH2 FP inh,Fh CTSL1 inh,PP5 primary,TPT1 inhibitor,AHR activator,proCasp7 act,core dimer inh,PP1 counter,procasp3 activ
CC1(CCc2ccc3c(c2)OCO3)NCCc2c1[nH]c1ccccc21 (stereo unspecified),4,4,2.4,-3,8,-5,-4,-1,1
COc1ccccc1/C=C/C(=O)Nc1ccc(S(=O)(=O)Nc2cc(C)nc(C)n2)cc1,5,-2,-0.2,0,5,-4,4,-2,-7
COc1c(Cl)cc(Cl)cc1C(=O)n1nc(C)cc1C,2,0,2.0,-2,19,8,-5,-2,3
CC1CN(CCc2ccccc2)c2nc3c(c(=O)[nH]c(=O)n3C)n2C1 (stereo unspecified),-2,3,-1.4,4,19,-2,0,-1,-1
O=C1NC2CCc3nc4ccccc4c(=O)n3C2=Nc2ccccc21 (stereo unspecified),-3,1,-0.4,-2,-1,2,2,-4,-1
COc1ccccc1NS(=O)(=O)c1ccc(C(=O)N2CC(C)OC(C)C2)cc1 (stereo unspecified),7,nt,-1.3,nt,0,5,nt,0,0
COCCCNC(=O)CN1C(=O)c2ccccc2C1=O,3,3,1.6,2,1,9,-4,-4,3
COCCC1CCCCN1Cc1cn(-c2ccccc2)nc1-c1ccc2c(c1)OCO2 (stereo unspecified),-3,0,-1.7,0,24,-2,0,0,6
O=S(=O)(c1ccc(Cl)cc1)c1ccccn1,6,1,-1.2,-1,0,-8,-4,-4,-5
Cc1cc(=S)c2cccc(C)c2[nH]1,nt,-6,0.6,-6,7,0,18,0,-3
O=C1CCCN1CCCNc1nc2c(S(=O)(=O)c3ccccc3)nnn2c2ccc(Cl)cc12,11,-1,0.4,3,1,7,17,-3,8
Cc1c(Cl)cccc1N(CC(=O)NC(C)c1ccccc1)S(C)(=O)=O (stereo unspecified),7,-2,0.1,0,1,11,11,2,-3
COc1ccc(CCNC(=O)[C@@H](NC(=O)N2CC(=O)Nc3ccccc32)C(C)C)cc1OC,-7,-2,-1.6,0,0,8,-2,-9,2
COc1ccc(Cl)cc1-c1nc(-c2ccc(NC(=O)c3cccs3)cc2)no1,-77,5,1.4,5,15,12,-50,1,-1
CCOC(=O)CSc1nc2cc(C(=O)N3CCC(C(N)=O)CC3)ccc2c(=O)n1-c1ccccc1,2,-1,0.9,-6,4,15,-6,-1,-1
CCN(CC)C(=O)c1cccc2c1C(=O)c1ccccc1-2,-2,-1,0.0,-1,0,3,-1,-1,8
CC1CN(C(=O)c2ccccc2NS(=O)(=O)c2ccc(Cl)cc2)CC(C)O1 (stereo unspecified),2,nt,nt,nt,0,5,nt,nt,5
Nc1c(N=Nc2cccc(Cl)c2)c(=O)[nH]n1-c1ccccc1,11,7,-0.9,-1,9,13,-22,-1,-8
FC(F)(F)c1cccc(-c2cc(C3CCNCC3)[nH]n2)c1,4,-3,0.8,-2,2,5,0,1,-2
CC(=O)Nc1nc2cc3c(cc2s1)OCCO3,0,2,-0.5,-1,6,3,-13,-1,4
CCCc1oc2c(c(=O)c1CC)C(=O)CC(C)(C)C2,1,-2,0.3,1,-2,-11,-2,-1,-9
O=C(CN1N=C(c2ccccc2)CCC1=O)NCc1ccco1,nt,-2,-4.0,-1,-1,-7,5,-5,9
CC(C)(C)N1CC(C(=O)Nc2ccc(C#N)cc2)CC1=O (stereo unspecified),2,-2,1.4,2,-2,2,6,-3,6
COc1ccc(C(CNC(=O)COc2ccc(C)c(C)c2)N2CCCCC2)cc1 (stereo unspecified),-1,-1,3.3,0,-1,14,2,-2,7
CC(C)=CCN1CCN(Cc2c[nH]c3ccccc23)CC1CCO (stereo unspecified),3,-1,-1.3,0,4,13,-1,3,-3
Cn1nc(C(F)(F)F)c(C(=O)Nc2ccc(F)cc2F)c1Cl,5,2,2.1,-2,-2,6,3,1,1
COc1ccc(/C=C(/C(=O)NCc2ccccc2)c2ccccc2)cc1,-6,0,1.8,4,8,3,6,4,2
CCOc1ccc(C(=O)CCN2CCCCCC2)cc1,3,12,0.3,-3,-1,-19,2,0,-21
CN(CC(=O)NCCc1ccccc1)Cc1ccco1,-1,2,4.8,-2,9,-17,-25,1,2
O=C(O)CC(NC(=O)C(F)(F)F)c1ccc2c(c1)OCO2 (stereo unspecified),12,-1,0.1,-4,-1,12,2,-1,-1
O=C(Cn1c(C(F)(F)F)nc2ccccc21)NCCCN1CCOCC1,-2,-2,5.5,-4,-2,2,2,-2,-9
C/C(CC(=O)Nc1ccc(Cl)cc1Cl)=N\NC(N)=S,2,0,1.8,2,3,-5,-1,2,-8
CC(C)C(=O)N1CCN(c2ccc(NC(=O)c3ccc4c(c3)OCCO4)cc2)CC1,6,3,-1.6,2,-4,0,-1,-1,-4
COc1ccccc1-n1c(SCC(=O)Nc2ccc(NC(C)=O)cc2)nc2c([nH]c3ccccc32)c1=O,-7,15,4.6,-3,81*,-7,-20,0,-6
Cc1ccc(S(=O)(=O)N2CCN(C(=O)COc3ccc(Br)cc3)CC2)cc1,1,nt,2.4,nt,1,10,nt,3,4
COc1ccc(NC(=O)CCS(=O)(=O)c2ccc3c(c2)CCN3C(C)=O)cc1,3,-6,-0.5,2,-1,2,1,-4,3
CC1CCc2sc(C(=O)OCC(=O)NCc3ccccc3)cc2C1 (stereo unspecified),38*,-1,0.8,1,-2,3,0,1,4
CNC(=O)Nc1cccc(-c2ccnc(C)n2)c1,2,3,1.4,1,7,3,1,2,-10
COc1cccc(N2C(=O)C3C(C2=O)C2C=CC3C23CC3)c1 (stereo unspecified),7,-1,1.0,-3,10,-3,-9,0,-6
CSc1ccc(CNc2ncc(-c3cccc([N+](=O)[O-])c3)n2C)cc1,6,-7,7.4,-3,0,-1,0,1,7
NC(=O)NCc1ccccc1,-1,0,0.5,-2,-1,9,-7,-2,6
O=C(O)c1cc([N+](=O)[O-])ccc1C(=O)Nc1cccc([N+](=O)[O-])c1,-3,1,-2.4,-3,-1,6,-4,0,-3
CSc1ncccc1C(=O)OCC(=O)N1CC2(C)CC1CC(C)(C)C2 (stereo unspecified),2,nt,nt,nt,-1,-3,nt,nt,-1
N#Cc1ccc(Cn2c(=O)c(C#N)c3n(c2=O)CCC3)cc1,-2,0,-0.4,0,-1,-5,-11,1,11
CC(C)Cc1nnc(NC(=O)CCC(=O)Nc2ccc3cn[nH]c3c2)s1,2,-7,0.4,1,25,2,-2,-4,5
COc1ccc(-c2cc(C(=O)N3CCN(c4ccc(F)cc4)CC3)no2)cc1OC,6,4,4.0,-1,-1,-4,2,-1,6
CCOC(=O)N1CCN(C(=O)Cn2c(=O)sc3ccccc32)CC1,-6,12,-6.9,0,9,-1,6,-2,7
COc1cccc(N=Cc2c[nH][nH]c2=O)c1,-11,1,-0.3,3,10,0,-5,-5,-10
COc1cc(OC)c(/C=N/n2c(C3CCCCC3)n[nH]c2=S)c(OC)c1,-4,4,0.7,-2,8,-13,10,-3,2
CCOC(=O)C(Cc1ccc(O)cc1)NC(=O)CNC(=O)C1CCCN1C(=O)OC(C)(C)C (stereo unspecified),nt,1,1.7,-7,-1,0,-2,4,-3
Cc1ccc(C(=O)O/N=C(\N)Cc2ccc([N+](=O)[O-])cc2)c(Cl)c1,26,5,-0.2,2,-3,2,-1,-1,-7
CSC1=NSC2=NC(=O)/C(=C/c3coc4ccccc4c3=O)C(=N)N12,25,2,-12,52*,24,8,0,-4,-13
O=S(=O)(c1ccc(F)cc1)N1CCN(C(=S)NCC2CCCO2)CC1 (stereo unspecified),0,2,-0.7,6,0,7,0,1,-5
CCN(C(=O)c1cc([N+](=O)[O-])ccc1NCc1cccnc1)c1ccccc1,3,-3,-2.4,-5,27,-5,-8,0,-3
NC(=S)N/N=C/c1ccc(-c2cccc([N+](=O)[O-])c2)o1,-2,25*,-0.1,4,-1,0,-11,-4,-2
CCc1ccc(N2CCN(C(=O)c3ccc4c(c3)OCO4)CC2)cc1,-5,0,-0.2,2,6,-4,9,0,2

# From PubChem BioAssay
